ADAM10 inh: human ADAM10 inhibitors, primary screen, biochemical, QFRET, HTS; 0.62% of 370,000 active; inhibition, % at 7 µM; AID 720582, 2013; recombinant ADAM10, EDANS/DABCYL FRET peptide cleavage, 3 h; Disintegrin and metalloproteinase domain-containing protein 10 (Homo sapiens), O14672;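 active = inhibition above a per-campaign cutoff equal to the mean of compounds falling between control-based bounds plus 3 SD, cut at about 20% in these data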;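 note: 0% = DMSO wells while the 100% control is not disclosed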
Target sequence (O14672 214-748 limits assumed): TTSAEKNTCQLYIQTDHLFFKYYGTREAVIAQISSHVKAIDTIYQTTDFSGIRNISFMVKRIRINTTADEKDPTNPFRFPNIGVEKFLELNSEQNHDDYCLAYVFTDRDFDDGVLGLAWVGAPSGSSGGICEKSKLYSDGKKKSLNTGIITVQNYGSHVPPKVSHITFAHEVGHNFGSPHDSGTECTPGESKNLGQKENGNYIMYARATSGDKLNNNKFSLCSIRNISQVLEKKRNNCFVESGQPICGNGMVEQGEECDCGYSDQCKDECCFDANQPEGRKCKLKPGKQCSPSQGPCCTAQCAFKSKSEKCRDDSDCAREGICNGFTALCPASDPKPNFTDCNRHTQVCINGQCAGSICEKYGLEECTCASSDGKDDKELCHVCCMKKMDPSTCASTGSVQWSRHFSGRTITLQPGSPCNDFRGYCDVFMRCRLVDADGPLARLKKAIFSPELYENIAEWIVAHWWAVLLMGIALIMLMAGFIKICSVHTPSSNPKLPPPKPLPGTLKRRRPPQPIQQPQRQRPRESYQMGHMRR
proKLK7 act: proKLK7 zymogen activators, primary screen, biochemical, fluorescence intensity. Kallikrein-7 (Homo sapiens), P49862. purified proKLK7, EDANS-DABCYL substrate fluorescence; 100% is mature enzyme control, 0% vehicle. activation, % at 7 µM. 0.9% of 370,000 active. AID 652039, 2013;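 active = activation above the mean of all tested compounds plus 3 SD, computed per campaign excluding outliers beyond control limits, cut at about 13% in these data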
Target sequence (P49862 whole entry, looked up): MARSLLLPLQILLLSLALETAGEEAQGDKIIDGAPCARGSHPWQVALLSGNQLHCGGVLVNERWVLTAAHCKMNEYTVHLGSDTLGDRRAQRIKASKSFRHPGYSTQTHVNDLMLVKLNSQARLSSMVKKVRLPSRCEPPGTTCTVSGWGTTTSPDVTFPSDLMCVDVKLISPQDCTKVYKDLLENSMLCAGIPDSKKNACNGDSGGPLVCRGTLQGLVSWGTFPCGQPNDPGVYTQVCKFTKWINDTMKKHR
NPR1 activator: GC-A stimulated cGMP production enhancers – HEK293 GC-A cells, cGMP TR-FRET, EC30 ANP, primary screen; 0% at EC30 ANP, 100% saturating ANP; activation, % at 10 µM; 0.14% of 370,000 active; in the data active = activation above about 40%
Tn6 DDE FP: inhibitors of Tn6 peptide binding to fibrin DD(E), primary screen, biochemical, fluorescence polarization, human fibrin, Tn6 probe | Fibrin DD(E) TRITC-Tn6 fluorescence polarization displacement | AID 720509, 2013 | Fibrinogen beta chain (Homo sapiens), P02675 | 0.21% of 370,000 active | inhibition, % at 8.3 µM;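 active = inhibition above a per-campaign cutoff: mean of compounds within control limits plus 3 SD, cut at about 15% in these data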;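 note: 0% = median of all compound wells on the plate and 100% = blocking peptide control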
HGIII-sPLA2 inh: human group III sPLA2 inhibitors, primary screen, biochemical, QFRET, BODIPY PC-A2 liposome substrate; QFRET BODIPY PC-A2 liposome hydrolysis, fluorescence; inhibition, % at 12.2 µM; Group 3 secretory phospholipase A2 (Homo sapiens), Q9NZ20; AID 743126, 2013; 0.56% of 370,000 active;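 active = inhibition above mean plus 3 SD of compounds lying within the high and low control bounds, cut at about 19% in these data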;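 note: 0% = median of test compound wells and 100% = no enzyme DMSO wells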
ASAP1 GAP inh: inhibitors of human ASAP1 ArfGAP activity, primary screen, biochemical, fluorescence polarization | Arf-GAP with SH3 domain, ANK repeat and PH domain-containing protein 1 (Homo sapiens), … | ASAP1-stimulated ARF1 GTP hydrolysis, GDP FP detection | inhibition, % at 16.5 µM | 0.19% of 360,000 active | AID 624377, 2012; in the data active = inhibition above about 25%;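 note: 0% = vehicle with enzyme and substrate and 100% = no enzyme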
FXN GAA850 act: FXN promoter activators, primary screen, cell-based, luciferase luminescence, HEK293 lucGAA850; HEK293 lucGAA850 FXN promoter luciferase reporter, 24 h; percent of 10 µM SAHA response; activation, % at 6 µM; 0.56% of 360,000 active; AID 540364, 2011;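 active = activation above the average of all compounds screened plus 3 SD, cutoff fixed separately per campaign, cut at about 7.5% in these data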;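 note: 0% = DMSO wells and 100% = 10 µM SAHA wells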
rCAG binder: binders of r(CAG) RNA repeats, primary screen, biochemical, fluorescence; r(CAG) RNA repeat, TO-PRO-1 dye displacement fluorescence; inhibition, % at 3 µM; 1.3% of 370,000 active; AID 651821, 2012;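 active = inhibition above the plate cutoff, the mean of all test compounds on that plate plus 3 SD, cut at about 35% in these data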;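 note: 0% = DMSO alone and 100% = 100 µM mitoxantrone as full dye displacement; higher means more dye released from RNA so lower well fluorescence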
ARFGAP1 inhibitor: inhibitors of rat ARFGAP1 GAP activity, primary screen, biochemical, fluorescence polarization, GDP tracer. inhibition, % at 16.5 µM. Arfgap1-stimulated ARF1 GTP hydrolysis, GDP FP detection. 0.26% of 360,000 active. ADP-ribosylation factor GTPase-activating protein 1 (Rattus norvegicus), Q62848. AID 651572, 2012;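 active = inhibition above a per-plate limit, mean inhibition of low control wells plus 3 SD, cut at about 25% in these data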;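 note: 0% = DMSO wells with enzyme and 100% = wells lacking Arfgap1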
Target sequence (Q62848 1-136 limits assumed): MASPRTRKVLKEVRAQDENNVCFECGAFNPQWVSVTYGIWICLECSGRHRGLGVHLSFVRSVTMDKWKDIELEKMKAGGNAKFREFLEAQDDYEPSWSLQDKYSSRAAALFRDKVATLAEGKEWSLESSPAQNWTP
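Material – truncated rat Arfgap1 GAP domain · Buffer or medium – HEPES-based buffer, pH 7.5 · Reagent – human ARF1(Δ1-17)-GTP substrate · Dosing – 16.5 µM single point, 1.26% DMSO · Schedule – GTP hydrolysis reaction 2 h at 25 °C · Technique – GDP detection by fluorescence polarization · Benchmarks – No-Arfgap1 wells (100%) versus DMSO full-reaction wells (0%) · Repeats – single replicate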
NPR2 activator: human GC-B receptor activators, primary screen, HEK293 GC-B cells, cGMP TR-FRET, EC30 CNP. 0% at EC30 CNP, 100% saturating CNP. activation, % at 10 µM. 0.11% of 370,000 active;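 active = activation at 10 µM reaching about 35% in either raw or pattern-adjusted values, limit read from the data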
The depositor's hits bear a star; . = no result given.

SMILES | ADAM10 inh | proKLK7 act | NPR1 activator | Tn6 DDE FP | HGIII-sPLA2 inh | ASAP1 GAP inh | FXN GAA850 act | rCAG binder | ARFGAP1 inhibitor | NPR2 activator
COc1ccc([C@H]2C(C(=O)O)=C[C@@H](C(C)(C)C)N2S(=O)(=O)c2ccc(C)cc2)cc1OC | 2 | -0.8 | 2 | -2 | 3 | -3 | 1.6 | 23 | -3 | 0
Cn1cc(CN2CCC(n3nccc3NC(=O)c3ccc4c(c3)OCO4)CC2)cn1 | -14 | -0.1 | 1 | 1 | 1 | 3 | -0.1 | 3 | 5 | 1
COc1cc(NC(=O)C(C)C)ccc1NC(=O)c1cc2ccccc2o1 | -23 | -115 | 2 | -6 | -10 | 11 | 3.8 | -1 | 4 | -5
O=C(CN1C(=O)c2cccc3cccc1c23)NCC1CCCO1 (stereo not drawn) | -52 | 5.2 | 0 | 2 | 0 | 17 | 1.8 | 2 | 2 | -2
CCN(C(=O)C1CCCO1)c1ccccc1 (stereo not drawn) | 3 | 0.2 | -4 | -1 | 5 | -3 | 1.3 | -2 | -6 | 1
COc1cc(N)c2ncccc2c1Cl | -33 | 2.3 | 0 | 3 | -2 | 11 | 1.2 | 5 | -5 | -3
O=C(c1ccc(F)cc1)c1c[nH]c(C(=O)NCc2cccnc2)c1 | -8 | 0.0 | -3 | -7 | 0 | 3 | -3.8 | 4 | 7 | -3
CCOc1cc(C(=O)NCCc2ccc(S(N)(=O)=O)cc2)cc(OCC)c1OCC | 1 | 0.4 | -1 | 7 | -1 | 4 | 0.4 | 3 | 8 | 1
CCOC(=O)N1CCN(CC(O)c2ccc3c(c2)CCN3)CC1 (stereo not drawn) | -9 | 0.2 | 1 | 6 | -5 | -5 | 3.2 | 4 | 0 | 7
Cc1ccc2nc(-c3ccc(NC(=O)C4CCCO4)cc3)[nH]c2c1 (stereo not drawn) | -66 | -0.2 | 4 | 3 | 2 | 3 | -1.3 | 2 | 0 | 0
CC1CN(C(=O)c2scc3c2OCCO3)CC(C)O1 (stereo not drawn) | 1 | 1.4 | 4 | 6 | 4 | 2 | 1.8 | -2 | 3 | 7
C[C@H](CO)N1C[C@H](C)[C@H](CN(C)C(=O)Cc2ccccc2)OCc2cnnn2CCCC1=O | -19 | 0.0 | 3 | 5 | 6 | -9 | 0.3 | 1 | 3 | 6
O=C(CCCOc1ccccc1)Nc1cccc(C(=O)O)c1 | 8 | -0.5 | 1 | 1 | -1 | -2 | -1.0 | 6 | -2 | 4
CCn1c(-c2cc(-c3cc(OC)ccc3OC)nc3ccccc23)n[nH]c1=S | -10 | -0.7 | -1 | -6 | 8 | 13 | -2.4 | 9 | 5 | 0
CCC1(c2ccccc2)NC(=O)N(CC(=O)NNC(=O)CCN2CCN(c3ccccc3)CC2)C1=O (stereo not drawn) | 3 | 0.3 | -2 | 0 | -6 | 6 | 0.9 | -4 | 14 | -2
COC(=O)CSc1nnc(-c2ccc(NS(=O)(=O)c3c(C(C)C)cc(C(C)C)cc3C(C)C)cc2)o1 | 21* | 0.0 | -1 | -1 | -52 | . | . | 22 | . | 6
C/C=C(\C)CN1CCN(c2cc(C)ccc2C)CC1 | -3 | 0.1 | -5 | -6 | 11 | 7 | 3.2 | -4 | 1 | 1
CN(Cc1ccccc1)C(=O)[C@@H]1CCCN1C(=O)[C@@H]1CCCN1C(=O)c1cccc(Cl)c1 | -2 | 0.3 | 3 | 0 | 1 | 13 | . | 0 | -10 | 0
O=C(NCC(=O)N(CCc1ccccc1)C(C(=O)NC1CCCCC1)c1ccncc1)c1ccco1 (stereo not drawn) | -13 | 0.0 | -5 | -8 | 3 | 3 | -3.9 | 4 | 10 | 5
COc1ccc2[nH]c3c(=O)n(CCCCC(=O)NCCN4CCCC4)c(=S)[nH]c3c2c1 | -118 | 2.4 | 1 | -6 | 4 | 2 | -1.3 | 7 | -5 | -7
CCOCCCNC(=O)/C(C#N)=C/c1ccc(C(=O)OC)cc1 | 3 | 0.6 | 12 | 0 | -1 | 9 | -0.5 | -2 | 8 | -1
C/C(=N\NC(=O)c1cccc(F)c1)c1ccc(Br)s1 | -5 | 0.3 | -1 | 3 | 1 | 4 | -5.3 | -2 | 3 | -2
CCOC(=O)C1(C)CCCN(C(=O)c2cccc(Cl)c2)C1 (stereo not drawn) | -11 | -0.7 | -8 | 6 | 8 | 16 | -0.6 | 1 | 0 | -4
COc1ccc(CCNC(=O)/C(C#N)=C/c2cccc(OCc3ccccc3)c2)cc1OC | 5 | -0.8 | 2 | 1 | -12 | -5 | 1.4 | 3 | -9 | 7
O=C(NCc1nc2ccccc2[nH]1)C1CCCCC1 | -1 | -0.2 | 3 | 2 | 0 | -6 | -1.3 | -1 | 0 | 3
Cc1cccc(Nc2nnc(SC/C(O)=C(\C#N)c3nc4ccccc4[nH]3)s2)c1 | -41 | -1.7 | -5 | -7 | -16 | 11 | 2.5 | 21 | -2 | -4
Nc1nonc1-n1nnc(C(=O)N/N=C/c2cccc(O)c2)c1CN1CCCC1 | -7 | 0.6 | -1 | 2 | -21 | -12 | 3.6 | 0 | -5 | 4
Cc1cc(C)cc(Cn2cc(CN3CC(N4CCSCC4)CS3(=O)=O)nn2)c1 (stereo not drawn) | -7 | -0.3 | 1 | -4 | 11 | 2 | . | -1 | -6 | 3
Cc1ccc(NC(=O)CCC(=O)NNC(=O)c2ccccc2Cl)c(C)c1 | 0 | 0.6 | -1 | 2 | 0 | 9 | -0.4 | -1 | -15 | 2
COc1ccc2[nH]c(-c3cccc(F)c3)cc(=O)c2c1 | -160 | 3.3 | -2 | 3 | 1 | 1 | 2.2 | 5 | -8 | -6

Only HGIII-sPLA2 inh (3 entries from above):
molecule	HGIII-sPLA2 inh
COC(=O)CSc1nnc(-c2ccc(NS(=O)(=O)c3c(C(C)C)cc(C(C)C)cc3C(C)C)cc2)o1	-52
C/C=C(\C)CN1CCN(c2cc(C)ccc2C)CC1	11
CN(Cc1ccccc1)C(=O)[C@@H]1CCCN1C(=O)[C@@H]1CCCN1C(=O)c1cccc(Cl)c1	1

Continuation:
SMILES | ADAM10 inh | proKLK7 act | NPR1 activator | Tn6 DDE FP | HGIII-sPLA2 inh | ASAP1 GAP inh | FXN GAA850 act | rCAG binder | ARFGAP1 inhibitor | NPR2 activator
CC1CCCCN1C(=S)NCc1ccco1 (stereo not drawn) | -14 | -0.2 | 4 | 3 | 7 | 4 | -0.8 | -4 | -15 | 6
Cc1ccc(-c2ccc(=O)n(CCC(=O)N3CCN(c4cccc(C)c4)C(C)C3)n2)cc1 (stereo not drawn) | 4 | 1.1 | -23 | -7 | -6 | 3 | 0.9 | -8 | -12 | -2
O=C1[C@@H]2Cc3c([nH]c4ccccc34)CN2C(=O)CN1CCCCCO | 1 | 1.2 | -6 | -5 | -3 | 14 | 0.7 | -1 | 10 | -2
C[C@H]1COC(=O)[C@H](Cc2ccc(F)cc2)CC/C=C/C[C@@H](CC(=O)N(CCO)Cc2ccccc2)C(=O)N1 | -1 | 0.1 | 2 | -1 | -10 | 5 | -3.5 | -1 | -7 | 2
O=C1CC(c2ccccc2)C(=O)N1c1cccc(O)c1 (stereo not drawn) | -3 | 0.2 | 1 | 0 | -18 | -4 | 0.0 | 7 | -1 | -3
C=CCn1c2ccccc2c2n[nH]c(=S)nc21 | 4 | 0.4 | 2 | 1 | 14 | -1 | 2.7 | 4 | -14 | -3
CCOC(=O)c1cc(C#N)c(Oc2ccc(F)cc2)nc1-c1ccccc1 | 11 | 0.0 | 1 | 0 | -10 | -4 | -2.0 | -3 | 2 | -8
CCN(CC)c1nc(-c2ccccc2)cc(C(F)(F)F)c1C#N | -17 | -0.8 | 2 | 4 | 7 | -5 | 0.2 | -2 | 9 | 0
O=C(NCc1ccccc1Cl)C1CCN(S(=O)(=O)c2cccs2)CC1 | -4 | -0.4 | -4 | -4 | 3 | -13 | -0.5 | -1 | 8 | -3
CNC(C)c1cc(OC)ccc1OC (stereo not drawn) | 0 | -0.5 | 2 | -3 | -2 | 0 | -0.7 | -1 | 8 | 5
COC(=O)c1ccccc1NC(=O)c1nc2nc(C)cc(C)n2n1 | 5 | 0.0 | 3 | 2 | 6 | 4 | 1.1 | 5 | 3 | -4
Cc1c(CCO)c(=O)n2n1CCCC2 | -5 | 0.3 | -1 | 1 | -1 | -8 | -1.3 | 2 | -2 | 6
O=C(Nc1ccccc1C(=O)O)/C(=C/c1ccc(Cl)cc1Cl)NC(=O)c1ccco1 | 9 | 0.4 | 0 | -3 | -13 | -5 | 3.3 | 52* | -5 | -1
O=C(CN1CCNCC1)NCCSc1ccc(Cl)cc1 | -4 | -0.2 | -2 | 2 | 4 | 5 | 1.9 | 2 | -4 | -1
O=C(c1ccccc1S(=O)(=O)NCc1ccccc1)N1CCCCC1 | -6 | 0.0 | 3 | -7 | -1 | 7 | -0.9 | -1 | -3 | -6
N#Cc1ccccc1Sc1ccccc1C(=O)OCC(=O)N1CCN(C(=O)c2ccco2)CC1 | -8 | 0.2 | -3 | -3 | -6 | 12 | 0.0 | 0 | 6 | -1
CC(C)Nc1ccc(C(CC(N)=O)NC(=O)Cc2ccc(Br)cc2)cc1[N+](=O)[O-] (stereo not drawn) | -8 | -0.2 | -3 | -4 | 9 | -9 | -4.0 | 6 | 7 | 0
O=C(O)Cn1nncc1-c1ccc(C(F)(F)F)cc1 | -2 | -0.2 | 2 | 9 | 1 | -8 | -0.8 | 1 | -6 | -4
COc1ccc2nc(NC(=O)C3CCN(C(=O)c4ccco4)CC3)sc2c1 | 10 | 0.5 | 8 | 0 | -1 | 1 | 3.6 | 0 | 6 | -1
Cc1ccc(OCC(=O)N/N=C/c2ccncc2)cc1 | 5 | 0.0 | 0 | -7 | 5 | -1 | 1.0 | 1 | -3 | -6
Nc1nonc1N/N=C\c1ccccc1 | -2 | -0.1 | -5 | 1 | 14 | -5 | -1.5 | 0 | 4 | -10
Cc1cc2c(NC(=O)Nc3ccccc3)cccc2nn1 | 1 | 0.0 | 6 | 6 | 5 | 3 | -0.3 | 3 | 3 | -2
Cc1ccc(Sc2ncccc2N)cc1 | -10 | 0.6 | 5 | -2 | -3 | 6 | 1.8 | 1 | 8 | 4

Bioassay records (PubChem BioAssay)
